# From PubChem
# GLP-1R agonist – GLP-1 receptor (human) agonism; P43220; Potency, µM (doses to about 45.6 µM), for inactives: at the highest dose activation, hits mostly activators; HEK293 GLP-1R CRE-luciferase, luminescence, 4-6 h; cells express a hypersensitive GLP-1R form; 380,000 tested, 0.007% active; further: potency means the concentration at half of the fitted maximal effect; % of control where 0% means no effect
# Target sequence (P43220 whole entry, looked up): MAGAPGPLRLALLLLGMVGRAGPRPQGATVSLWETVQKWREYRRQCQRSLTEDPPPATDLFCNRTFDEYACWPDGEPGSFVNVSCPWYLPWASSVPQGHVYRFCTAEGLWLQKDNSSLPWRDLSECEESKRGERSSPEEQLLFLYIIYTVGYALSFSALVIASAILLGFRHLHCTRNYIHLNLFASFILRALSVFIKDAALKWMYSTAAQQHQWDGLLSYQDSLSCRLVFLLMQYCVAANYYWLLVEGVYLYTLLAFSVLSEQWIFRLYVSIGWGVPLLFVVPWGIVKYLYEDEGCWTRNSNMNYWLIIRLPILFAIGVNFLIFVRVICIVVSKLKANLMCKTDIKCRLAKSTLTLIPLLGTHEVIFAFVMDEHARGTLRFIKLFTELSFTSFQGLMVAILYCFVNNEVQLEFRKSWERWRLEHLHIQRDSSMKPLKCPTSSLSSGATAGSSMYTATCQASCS
# PI5P4Ka inh – blocks human PI5P4K alpha kinase activity | P48426 | PI5P4Kalpha enzyme, ADP-Glo luminescence, 60 min; stronger effect = lower value | max response, % | 330,000 tested, 1.2% active | AID 652105; active means max response of -50% or lower; inconclusive means between -30% and -50%; inactive means -30% or higher; further: value at the top dose of about 77 µM; on the % scale 0 is the no-effect control and ±100 the full control effect
# Target sequence (P48426 whole entry, looked up): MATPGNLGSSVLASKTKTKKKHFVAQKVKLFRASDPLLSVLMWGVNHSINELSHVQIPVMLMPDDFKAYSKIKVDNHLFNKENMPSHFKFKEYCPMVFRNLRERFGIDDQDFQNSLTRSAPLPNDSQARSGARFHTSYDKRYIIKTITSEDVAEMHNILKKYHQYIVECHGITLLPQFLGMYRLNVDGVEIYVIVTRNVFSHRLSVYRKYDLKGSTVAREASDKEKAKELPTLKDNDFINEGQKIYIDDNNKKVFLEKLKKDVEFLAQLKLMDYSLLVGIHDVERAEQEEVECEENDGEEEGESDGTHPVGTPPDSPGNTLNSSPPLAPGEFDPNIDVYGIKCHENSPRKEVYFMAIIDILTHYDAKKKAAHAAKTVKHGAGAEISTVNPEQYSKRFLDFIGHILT
#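 Single end-point luminescence (ADP-Glo) quantified ADP from PI5P4Kalpha turnover; ATP 5 microM final, 1 h at RT, 0.1% CHAPS and 0.28 mM EGTA in HEPES pH 7.4.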
# IL-2 act – IL-2 activation; IL-2 activation reporter assay, cell-based qHTS; stimulated with anti-CD3/CD4/CD28 beads; in transgenic mouse T cells; activation, % (series mostly up to about 46 µM); 360,000 tested, 0.065% active; AID 652025; in the data active means activation above about 50%; inconclusive means mostly about 30% to 49%; further: 0% is about no effect
#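 Unstimulated transgenic mouse T cells, 750 per well, received compound and, after 60 minutes, anti-CD3/anti-CD4 bead plus anti-CD28 stimulation. EGFP and DsRed were quantified after 18 hours.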
# PTHR1 ag – activates the human parathyroid hormone receptor PTHR1; 410,000 tested, 0.075% active; HEK293 GP2 PTHR1 cells, GloSensor cAMP luminescence, 1 h; Potency, µM (doses to about 115 µM), inactives show at the highest dose activation, most hits filed as activators; Q03431; further: potency means the concentration at half of the fitted maximal effect; nearly all actives have a fitted effect of over 55% in size; some results filed as inactive show a strong effect at the top dose; inactives centre near -15; many of its hits are not listed in these tables
#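 HEK-293-derived GP2 cells expressing PTHR1 and a GloSensor cAMP reporter, 3,000/well, plated overnight, given luciferin plus IBMX (each 0.5 mM as added) for 1 h at 37 °C, then compound for 1 h at 37 °C. Luminescence was read after 15 min at room temperature.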
# EPAC1 antagonist – EPAC1 (human) antagonism | Potency, µM (highest dose often 115 µM), without a hit: at the top dose activity change, negative = inhibition, most hits filed as inhibitors | O95398 | 360,000 tested, 0.14% active | EPAC1 GEF assay, Rap1b-BODIPY-GDP exchange fluorescence;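 further: potency means the concentration at half of the fitted maximal effect; plate controls were vehicle for no effect and positive control for full effect; nearly all actives have a fitted effect of over 50% in size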
# HEK293 tox – cytotoxicity in counter-screen for GLP-1R inverse agonists | HEK293 cAMP-luciferase reporter cells, luminescence, 24 h | 410,000 tested, 0.13% active | Potency, µM (doses to about 38.3 µM), inactives show top-dose activity change, negative = inhibition, hits mostly inhibitors;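 further: loss of luciferase light is scored as toxicity; potency means the concentration at half of the fitted maximal effect; on the % scale 0 is the no-effect control and ±100 the full control effect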
#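 Compound-treated cells are incubated 24 hr at 37 deg C under 5% CO2 after a 12 hour attachment period, then luciferase detection reagent is added and luminescence is measured following 12 min at room temperature; lowered signal indicates toxicity.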
# EPAC1 ag – EPAC1 (human) agonism; EPAC1 agonist qHTS, biochemical assay; response scale: 100% = response to 6.5 mM cAMP; AID 720707; Potency, µM (doses to about 154 µM), inactives show top-dose activation, most hits filed as activators; 360,000 tested, 0.073% active; O95398; further: potency means the concentration at half of the fitted maximal effect; nearly all actives have a fitted effect of over 60% in size
#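 Nucleotide exchange assay: 100 nM EPAC1 with 250 nM Rap1B loaded with BODIPY-GDP and 50 uM GDP, room temperature. Fluorescence (480/540 nm) read every 5 min for 30 min; signal change normalized to 6.5 mM cAMP as full agonist.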
# GLP1R inv ag – acts as inverse agonist at human GLP-1 receptor; HEK293 GLP-1R CRE-luciferase, luminescence, 24 h; GLP-1R form is constitutively active; Potency, µM (highest dose often 38.3 µM), for the others: at the highest dose activity change, negative = inhibition, actives largely listed as inhibitors; 410,000 tested, 1.6% active; AID 624417; further: potency means the concentration at half of the fitted maximal effect; on the % scale 0 is the no-effect control and ±100 the full control effect; nearly all actives have a fitted effect of over 55% in size
#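 Assay principle: reduced luminescence from a cAMP-responsive reporter in HEK293 cells co-expressing a constitutively active GLP-1R. Conditions: 24 hr compound incubation, 37 deg C, 5% CO2.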
# PLK1 PBD block – PLK1 (human) polo-box domain binding inhibition; AID 720504; Potency, µM, inactives show max response, negative = inhibition, most hits filed as inhibitors; Plk1 PBD binding of FITC phosphopeptide, fluorescence polarization; P53350; 360,000 tested, 2.8% active; further: potency means the concentration at half of the fitted maximal effect; series mostly up to about 57 µM; on the % scale 0 is the no-effect control and ±100 the full control effect; nearly all actives have a fitted effect of over 65% in size
# Numbers without * were called inactive; i = inactive; ? = inconclusive; / = not tested or not shown; & = joins results of further samples; [ ] = another dose, or the depositor's remark. Unless noted, the call rests on the fitted dose curve; in most records, active means well fitted curve in the direction sought with a large enough effect; inconclusive means small, poorly fitted or top-dose-only effect, or another doubt; inactive means no such curve, though single readings can be large; an effect the other way counts as inactive or inconclusive.
SMILES,GLP-1R agonist,PI5P4Ka inh,IL-2 act,PTHR1 ag,EPAC1 antagonist,HEK293 tox,EPAC1 ag,GLP1R inv ag,PLK1 PBD block
Cc1nc(N/N=C/c2ccccn2)sc1C,-14%,-18,-0.7,-38%[inhibitor],1%,3.5µM*,4%,2.2µM*,-8%
NC(=O)c1nsc(C(=O)N(Cc2ccco2)C(C(=O)NC2CCCC2)c2ccc(O)cc2)c1N (stereo not given),10%,1,-3.1,-8%,6%,1%,-3%,-19%,-7%
Cc1ccc(S(=O)(=O)N2CCCC(C(=O)Nc3ccc(NC(=O)c4ccccn4)cc3)C2)cc1 (stereo not given),-1%,5,0.3,-7%[57.5 µM],29%,5%,12%,6%,-8%
COCc1ccccc1C1=CC(=O)C[C@H](c2ccc(OC)cc2)C1,-2%,-3,-1.7,-12%,1%,-2%,-16%,8%,0%
O=C1c2ccccc2C(=O)N1CSc1nnc(Nc2ccccc2F)s1,10%,-11,-3.5,i,-4%,2%,-3%,0%,-20%
O=C(COC(=O)c1ccc(O)cc1O)Nc1ccc2c(c1)OCCO2,3%,1,3.0,-33%,-7%,-41%,3%,-10%,3%
CSc1sc(C(=O)Nc2ccc(F)cc2F)c2c1C=CCC2,20%,-9,1.2,-8%,9%,17%,5%,-2%,8%
COc1ccc(C2CC(O)(C(C)(C)O)NO2)cc1 (stereo not given),8%,/,0.2,-10%[57.5 µM],12%,1%,-2%,23%,0%
COc1ccc([N+](=O)[O-])cc1NC(=O)COC(=O)Cc1cc(OC)c(OC)c(OC)c1,16%,3,0.2,i,-4%,0%,11%,11%,-10%
N#CNC1=NCN(Cc2ccccc2)CN1,3%,1,3.6,10%,-6%,17%,1%,-7%,-11%
COc1ccc(N(CCC#N)S(=O)(=O)c2ccc(Cl)cc2)cc1,-1%,/,-3.6,-7%,-2%,-4%,10%,0%,-3%
CC(=O)c1cccc(NC(=O)CN2C=NS(=O)(=O)c3ccc(C)cc32)c1,-4%&0%,3,-2.3,i,-29%,-3%&-3%,18%,?,-6%
Nc1ccc2oc(-c3ccc4nc[nH]c4c3)nc2c1,-3%,-20,-2.2,-17%,-4%,25%,2%,-3%,-10%
COc1cccc(CNC(=O)COc2cccc(-n3cnnn3)c2)c1,-2%,-7,-0.8,-2%,-13%,20%,14%,7%,-8%
Cc1c(Cl)cccc1Nc1nc(N)nc(CN2CCc3ccccc3C2)n1,4%,-3,5.0,i,-4%,-22%,4%,?,-3%
O=C(Cc1cccs1)NCc1ccccc1,-5%,/,-0.1,i,-5%,2%,4%,3%,-4%
COc1cccc(Nc2nnc(SCC3CCCCO3)s2)c1 (stereo not given),16%,5,-0.1,-23%,1%,-17%,5%,?,-2%
Cc1ccc(C(=O)NCCN(C)C)c(C)c1,-7%,0,-0.9,i,6%,1%,-4%,13%,0%
CC(C(=O)NC1CCCC1)N(c1ccc(Oc2ccccc2)cc1)S(C)(=O)=O (stereo not given),-1%,13,-0.9,i,-13%,2%,-8%,1%,-2%
CCC(C)OC(=O)c1cc(C)nc2c(Br)cc(Br)cc12 (stereo not given),-11%,4,0.8,-1%[57.5 µM],-2%,39%,-2%,14%,-7%
CC(=O)c1cc(CN2CCN(CCc3ccccc3)C(CCO)C2)cs1 (stereo not given),1%,1,-1.0,i,9%,10%[7.66 µM],2%,-13%[7.66 µM],3%
Cc1cc2nc(NC(=O)C3(C)CCCN(C(C)C)C3)[nH]c2cc1C (stereo not given),-4%,1,-0.7,8%,-5%,1%,7%,-10%,-6%
CCCCCC(=O)OC(CN1CCCCC1)CN1CCCC1=O (stereo not given),13%,1,-1.5,-18%,5%,9%,-8%,7%,-11%
CCc1cc(Cn2nc(-c3ccccc3)cc2C(=O)NCc2cccc(Br)c2)on1,-3%,3,-0.2,-50%[inhibitor],-25%,-1%,-1%,?,4%
CC(C)c1c(O)nc(SCCOc2ccc(Cl)cc2)[nH]c1=O,5%,?,-0.6,-13%,-15%,-6%,13%,51%[activator],-22%
# The listing continues:
SMILES,GLP-1R agonist,PI5P4Ka inh,IL-2 act,PTHR1 ag,EPAC1 antagonist,HEK293 tox,EPAC1 ag,GLP1R inv ag,PLK1 PBD block
Cc1cccc(OCCCC(=O)NNC(=O)c2ccc(F)cc2)c1,-3%,-2,-0.2,23%,-1%,-3%,-12%,17%,2%
O=C(NCCCN1CCOCC1)c1ccc(/C=C2\Oc3ccccc3N(Cc3ccccc3F)C2=O)cc1,16%,-1,0.8,i,-23%,0%,1%,11%,-3%
O=C(OCC(=O)N1CCN(C(=O)c2ccco2)CC1)c1cc(-c2ccco2)nc2ccccc12,3%,/,-0.8,-12%[57.5 µM],?,7%,8%,4%,?
COc1ccc(NC(=O)c2oc3ccccc3c2C)cn1,7%,0,-1.2,i,2%,-12%,10%,7%,-11%
CS(=O)(=O)c1ccc(-c2nnc(NC(=O)C3=COCCO3)o2)cc1,0%,4,-0.5,-7%,-5%,-10%,11%,28%,-2%
Cc1ccc(N2C(=O)N(CC(=O)Nc3ccc(C)cc3[N+](=O)[O-])C(=O)C2C)cc1 (stereo not given),3%,2,-1.5,-19%,-17%,-1%,10%,-9%,-11%
COc1ccc(CN2CCN(Cc3ccccc3)C(CCO)C2)cc1OC (stereo not given),13%,0,-0.7,i,7%,-5%,-4%,0%,7%
Cc1cccn2c(=O)c3cc(C(=O)NCCc4ccccc4)c(=N)n(Cc4ccco4)c3nc12,4%,0,-0.9,i,-21%,146%[activator],-3%,192%[activator],-1%
COc1ccc([N+](=O)[O-])cc1NC(=O)c1ccc(CN(c2ccc(C)c(C)c2)S(C)(=O)=O)cc1,-3%,-3,-1.1,-9%,-6%,0%,3%,-19%,-19%
CCCCCC(=O)N1C[C@H](n2cc(COC(=O)c3ccccc3)nn2)[C@@H](O)C[C@@H]1c1ccc(Cl)cc1,-3%,5,-3.6,i,-21%,-29%,-27%,?,0%
COc1ccccc1-c1c(C)oc2c(CN3CCCCC3C)c(O)ccc2c1=O (stereo not given),8%,12,1.6,i,-6%,10%,-7%,10%,3%
COc1cccc(NC(=O)CN(C)C(=O)c2cc3c(s2)CCCCC3)c1,-7%,0,-0.2,i,-7%,-10%,-2%,?,-3%
COc1ccc(NC(=O)CSc2nncn2C)cc1,1%,6,-5.0,-22%,-3%,2%,-2%,4%,3%
CC(C)C1Oc2cc3oc(=O)ccc3cc2C1=O (stereo not given),17%,0,0.1,?,-15%,32%,-7%,0%,-28%
COc1cc2c(cc1OC)C(c1cc3ccccc3oc1=O)=NC(C)(C)C2,16%,5,7.3,-23%[57.5 µM],?,9%,0%,18%,-7%
Nn1c(SCc2ccc(Br)cc2)nnc1-c1ccncc1,-1%,2,-0.2,-13%,3%,0%,3%,6%,4%
Cc1ccc(S(=O)(=O)Nc2ccccc2)cc1[N+](=O)[O-],8%,0,-5.7,-15%,-6%,-12%,1%,-21%,7%
OCCCNc1ncnc2c1ncn2[C@H]1CN(Cc2cccs2)C[C@@H](CO)O1,-5%,-1,-0.5,-12%,3%,4%,4%,12%,-13%
Cc1cc(C)cc(-n2nnnc2SCC(=O)N2CCOCC2)c1,0%,0,-1.6,i,2%,-12%,-1%,-10%,-4%
Cc1ccc(CC(CC(=O)NCCc2ccc3c(c2)OCO3)C(=O)O)cc1 (stereo not given),-1%,-1,-1.1,i,4%,-11%,-8%,4%,1%
CSc1ccc(C(=O)Nc2cc(S(=O)(=O)N3CCOCC3)ccc2N2CCOCC2)cc1[N+](=O)[O-],10%,1,1.6,-5%,-2%,1%,14%,9%,-8%
COCCNC(=O)C1CCCN(C(=O)c2ccc3c(c2)C(C)(C)CCC3(C)C)CC1 (stereo not given),-4%,1,4.9,-2%,-12%,2%,5%,0%,-8%
CCO[C@@H]1OC(C(N)=O)=C[C@H](c2ccc(Br)cc2)[C@H]1CCCO,-2%,0,-0.3,-22%,-3%,11%,-9%,3%,-6%
COc1ccc(-c2cc(C(F)(F)F)n3nc(C(=O)Nc4c(C)n(C)n(-c5ccccc5)c4=O)cc3n2)cc1,-1%,-8,0.9,-1%,9%,19%,4%,12%,-17%
COc1ccc(OC)c(C2CC(c3ccccc3)=NN2C(=S)Nc2ccccc2)c1 (stereo not given),7%,2,-0.5,-2%,-3%,0%,12%,-27%,-11%

# Quoted at random: three compounds from above
SMILES,GLP-1R agonist,PI5P4Ka inh,IL-2 act,PTHR1 ag,EPAC1 antagonist,HEK293 tox,EPAC1 ag,GLP1R inv ag,PLK1 PBD block
CCCCCC(=O)N1C[C@H](n2cc(COC(=O)c3ccccc3)nn2)[C@@H](O)C[C@@H]1c1ccc(Cl)cc1,-3%,5,-3.6,i,-21%,-29%,-27%,?,0%
COc1ccccc1-c1c(C)oc2c(CN3CCCCC3C)c(O)ccc2c1=O (stereo not given),8%,12,1.6,i,-6%,10%,-7%,10%,3%
COc1ccc(OC)c(C2CC(c3ccccc3)=NN2C(=S)Nc2ccccc2)c1 (stereo not given),7%,2,-0.5,-2%,-3%,0%,12%,-27%,-11%

# (cont.)
SMILES,GLP-1R agonist,PI5P4Ka inh,IL-2 act,PTHR1 ag,EPAC1 antagonist,HEK293 tox,EPAC1 ag,GLP1R inv ag,PLK1 PBD block
CC(=O)Nc1c(I)c(NC(C)=O)c(I)c(C(=O)O)c1I,-3%&2%&-5%,-6&1,-0.6&0.9,-23%&-26%,3%&1%,-3%&-8%,-24%&-17%,-3%&-3%,-19%&6%
CC(C)(C)c1ccc(C(=O)Nc2cccc(C(=O)N3CCOCC3)c2)cc1,2%,1,-0.7,-88%[inhibitor],-11%,-16%,3%,?,-18%
CCOC(=O)N1CCN(c2ncnc3scc(-c4ccccc4)c23)CC1,13%,-6,-0.6,-25%,-1%,0%,1%,-25%,-10%
Cc1ccc[n+](CC(=O)c2ccc(NC(=O)c3ccccc3)cc2)c1,3%,-7,-2.9,i,10%,25%,2%,-2%,-7%
CC(C)Cn1c(/C=C/c2ccc(F)cc2)nc2ccccc21,-3%,/,/,-3%,/,3%,/,?,/
Cc1ccc(NC(=O)N(Cc2cccnc2)Cc2ccco2)cc1C,12%,/,-0.9,i,7%,3%,0%,0%,-1%
S=C(NCc1cccnc1)Nc1ccc(Oc2ccc(Cl)cc2)cc1,4%,13,-0.7,-37%,?,-3%,24%,?,-14%

# A portion of the library. The share of hits here may be higher or lower than overall.
